MRP1 act = H69AR viability gain despite doxorubicin, primary screen, MRP-1 activator project, H69AR cells, CellTiter-Glo. viability rescue. viability increase, % at 10 µM. 140,000 tested, 0.61% active. AID 799, 2007;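 active means viability gain under doxorubicin at or above a set limit, the compound median plus 3 SD, cut at about 4.7% in these data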;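 further: MRP-1 overexpressing cells given doxorubicin 25 µM after compound pretreatment; 18-22 h compound pretreatment then 72 h with doxorubicin before readout; 0% = doxorubicin-only wells and 100% = vehicle-treated cells without doxorubicin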
PTEN del growth = growth suppression of PTEN-null HCT116, primary screen, cell-based, CellTiter-Glo; viability, % at 10 µM; HCT116 PTEN-null viability, 60 h; stronger effect = lower value; 140,000 tested, 1.2% active; AID 827, 2007;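 active means viability at or below a set limit, 4 SD under the median of all tested compounds, cut at about 3.7% in these data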;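 further: PTEN knockout HCT116 line with beta catenin targeted HCT116 as companion control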
Measles CPE = compounds protecting cells from measles virus cytopathic effect, primary screen, measles RdRp inhibitor project, single point, MLSMR library, absorbance | 140,000 tested, 1.5% active | AID 841, 2007 | protection (pct of control), % at 4 µM | Measles virus-infected cells, CPE protection; in the data active means protection mostly above about 24%, no sharp cut-off; inactive means mostly below about 26%; further: some compounds called inactive have numbers as strong as hits
Yeast life ext = compounds extending yeast replicative lifespan, primary screen, S. cerevisiae, OD615 | inhibition of the nicotinamide effect, % at 10 µM | S. cerevisiae growth with nicotinamide; deaD strain in restrictive glucose medium | 130,000 tested, 0.68% active;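 active means inhibition above a set limit, placed 3 SD over the median of all compounds, cut at about 26% in these data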;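 further: 0% = nicotinamide-treated wells and 100% = cells grown without nicotinamide; some compounds called inactive have numbers as strong as hits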
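Test system – modified budding yeast, DeaD strain · Compound – single dose 10 µM compound, 0.25% DMSO · Times – culture preincubation 4 h, compound exposure 48 h, both 30 °C · Detection – optical density (absorbance) at 615 nm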
Yeast growth inh = growth inhibitors of yeast BB579 in restrictive medium, primary screen, yeast lifespan-shortening project, S. cerevisiae; 140,000 tested, 0.51% active; AID 804, 2007; inhibition, % at 10 µM; OD615, 48 h;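 active means inhibition above a set limit, 3 SD over the mean compound inhibition, cut at about 44% in these data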; further: inactives centre near -24
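System: Saccharomyces cerevisiae DeaD strain BB579, replicative lifespan model yeast. Buffer or medium: restrictive glucose-based CSMM-D medium. Doses: one dose, 10 µM compound with 0.25% DMSO. Timing: 4 h preincubation and 48 h exposure at 30 °C. Detection: turbidity as optical density at 615 nm. Benchmarks: amphotericin B 10 µg/mL, positive.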
NPY-Y2 antag = NPY-Y2 receptor antagonists, primary screen, cell-based; NPY-Y2 expressing cells, antagonist mode; 140,000 tested, 0.99% active; AID 793, 2007; inhibition, % at 2.7 µM; in the data active means inhibition above about 17%;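 further: 0% = vehicle with agonist challenge and 100% = reference antagonist with challenge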
Target sequence (P49146 whole entry, looked up): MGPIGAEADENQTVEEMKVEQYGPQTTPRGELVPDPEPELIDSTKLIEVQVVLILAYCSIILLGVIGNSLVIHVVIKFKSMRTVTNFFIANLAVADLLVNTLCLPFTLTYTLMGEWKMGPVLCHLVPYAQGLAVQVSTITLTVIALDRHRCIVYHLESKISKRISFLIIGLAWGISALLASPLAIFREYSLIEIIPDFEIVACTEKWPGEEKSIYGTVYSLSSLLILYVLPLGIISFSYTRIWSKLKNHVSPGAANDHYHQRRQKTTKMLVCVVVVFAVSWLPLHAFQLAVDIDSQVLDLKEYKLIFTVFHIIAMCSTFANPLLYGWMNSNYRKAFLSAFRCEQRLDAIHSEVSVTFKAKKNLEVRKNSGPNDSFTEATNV
bCat KO growth = primary screen for growth suppressors in beta-catenin knockout HCT116 cells (colon tumor, human) | 140,000 tested, 1.5% active | viability, % at 10 µM | AID 818, 2007 | HCT116 beta-catenin knockout viability, CellTiter-Glo, 60 h; stronger effect = lower value;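 active means viability at or under a set limit, the compound median less 4 SD, cut at about 6% in these data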;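 further: 0% = Hyamine 1622 control at 20 µM and 100% = untreated cell control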
Phagocyt inh = inhibitors of macrophage phagocytosis, primary screen, imaging, J774A.1 cells, IgG beads | J774A.1 macrophage IgG-bead phagocytosis | inhibition, % at 5 µM | 110,000 tested, 0.07% active;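 active means inhibition above the mean of the plate negative controls plus 5 SD, cut at about 13% in these data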;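 further: phagocytic index as fraction of beads internalized from green versus red external bead signal; plate controls were DMSO negative control for no effect and cytochalasin-D positive control for full effect; some results beyond the cut were filed as inactive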
E-sel TNF inh = E-selectin induction blockers in HUVEC – imaging, immunofluorescence, high content, primary screen; 120,000 tested, 0.71% active; inhibition, % at 2 µM; HUVEC TNFa-induced E-selectin immunofluorescence;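 active means inhibition above the batch mean plus 3 SD, and confirmed as a hit on visual image review, cut at about 43% in these data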;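 further: 0% = TNF-stimulated DMSO wells and 100% = unstimulated control wells; not every result past the cut was called active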
GALR2 antag = GALR2 antagonists in receptor-expressing cells, primary screen; Galanin receptor type 2 (Homo sapiens), O43603; antagonist mode; inhibition, % at 4 µM; 140,000 tested, 0.39% active; in the data active means inhibition above about 27%;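 further: cells stimulated with galanin 1-16 at roughly its EC80; 0% = agonist challenge control and 100% = basal control without agonist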
Target sequence (O43603 whole entry, looked up): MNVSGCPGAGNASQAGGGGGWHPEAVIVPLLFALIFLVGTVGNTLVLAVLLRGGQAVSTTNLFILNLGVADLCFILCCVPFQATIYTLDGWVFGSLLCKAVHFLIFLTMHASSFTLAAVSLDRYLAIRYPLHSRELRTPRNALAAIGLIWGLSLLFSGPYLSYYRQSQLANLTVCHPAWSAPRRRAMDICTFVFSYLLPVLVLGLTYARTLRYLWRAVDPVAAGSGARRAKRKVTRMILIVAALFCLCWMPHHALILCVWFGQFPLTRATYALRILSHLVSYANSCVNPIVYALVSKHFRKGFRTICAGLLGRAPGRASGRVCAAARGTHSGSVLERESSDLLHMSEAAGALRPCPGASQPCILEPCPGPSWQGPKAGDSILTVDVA
* = called active by the depositor; x = not tested or not shown.

item	mol	MRP1 act	PTEN del growth	Measles CPE	Yeast life ext	Yeast growth inh	NPY-Y2 antag	bCat KO growth	Phagocyt inh	E-sel TNF inh	GALR2 antag
1	CC(C)COc1cccc(C(=O)NC(=S)Nc2cccc(NC(=O)c3ccccc3Cl)c2)c1	-3.2	78	3	2	-28	1	88	x	x	-5
2	Cc1cc(C)nc(N2CCC(C(=O)NCc3cccs3)CC2)n1	-1.3	100	5	-4	-81	-4	98	0	-1	-16
3	O=C(c1cc(S(=O)(=O)N2CCOCC2)c(Cl)cc1Cl)N1CCCCC1	0.3	91	7	0	2	1	93	-1	x	-5
4	O=C(OC(C(=O)NCC1CCCO1)c1ccccn1)c1cccs1 (stereo not given)	1.8	86	4	-13	6	-4	107	0	0	17
5	CCOc1ccc(S(=O)(=O)n2cc(-c3ccc(F)cc3)c(N)n2)cc1	-0.6	94	2	-4	-7	-1	85	-2	0	16
6	CCn1c(CC(=O)Nc2cccc(OC)c2)nnc1SCC(=O)N1CCN(c2ccccc2)CC1	-1.2	72	4	-26	-41	-2	68	0	32	-4
7	COC(=O)CCN(C(=O)c1ccc(OC(C)=O)cc1)c1ccccn1	-2.3	97	6	-4	5	2	98	-1	-11	9
8	CCCC1c2ccc(C)n2CCN1C(=O)Nc1ccc(F)cc1 (stereo not given)	-1.3	80	8	-15	-5	2	91	6	x	-11
9	Cc1cccc(C)c1OCCSc1n[nH]c(N)n1	-1.7	94	37	4	-35	3	86	0	x	5
10	Cc1ccccc1NC(=S)NCCc1ccccn1	-1.5	92	5	3	36	0	97	x	10	-3
11	Clc1ccc(CSc2nncn2-c2ccccn2)cc1	2.0	82	-2	-25	-55	-1	83	-3	24	3
12	O=C1/C(=C/c2ccccc2)CCC1C1CCCC1 (stereo not given)	1.9	94	14	3	-45	10	90	-3	x	5
13	O=C(NCc1ccccn1)c1ccc(Br)s1	-1.8	88	7	-25	-46	3	89	-1	-19	-4
14	CC1CN(Cc2nc3c(c(=O)n(C)c(=O)n3C)n2Cc2ccccc2)CC(C)O1 (stereo not given)	-0.2	96	6	0	-69	5	78	0	x	7
15	CCOC(=O)Cc1csc(NC(=O)CS(=O)(=O)Cc2ccccc2)n1	2.3	92	2	2	-12	-2	95	0	8	6
16	C=CCOC(=O)C(C#N)c1nc2ccccc2nc1N1CCCC1 (stereo not given)	-1.9	92	30	-9	-62	6	81	-2	-18	0
17	CCSc1nnc(NC(=O)C2CC2c2ccccc2)s1 (stereo not given)	-1.1	58	8	-2	-10	-1	77	1	-27	1
18	N#Cc1c(-c2ccco2)nc(SCC(=O)Nc2ccc(S(N)(=O)=O)cc2)[nH]c1=O	2.9	98	7	-6	-66	2	109	0	13	4
19	COc1ccc(C(=O)/C=C/c2ccc(N3CCCCC3)c([N+](=O)[O-])c2)cc1	-5.3	103	4	-3	-15	14	98	-2	-9	-3
20	COC(=O)c1ccc(NC(=O)C23CC4CC(C2)CC(n2cnc(Cl)n2)(C4)C3)cc1	-3.2	91	8	x	-32	3	84	x	-7	-19
21	CC1CC(C)(C)Nc2ccc(OC(=O)c3ccco3)cc21 (stereo not given)	-5.4	0.7*	4	17	6	1	0.8*	x	-4	20
22	O=C(N/N=C/c1ccc(-c2cccc([N+](=O)[O-])c2)o1)[C@H]1C[C@@H]1c1ccccc1	-1.8	45	36	-3	-15	2	43	-7	x	0
23	CC1(C(=O)Nc2nnc(C(C)(C)C)s2)Cc2ccccc2C(=O)O1 (stereo not given)	-1.9	99	35	3	-6	1	106	x	-12	-5
24	O=C(CCC1N=C2c3ccccc3N=C(SCc3ccc(Cl)cc3)N2C1=O)NCc1ccco1 (stereo not given)	-3.5	69	20	-6	-19	-1	75	1	x	-8
25	Cc1ccc(-c2nnn(CC(=O)N(Cc3cccs3)C(C(=O)NC3CCCCC3)c3ccco3)n2)o1 (stereo not given)	-0.7	96	14	12	-55	1	95	x	-24	-8
26	COc1ccc(N(Cc2cc3ccc(C)cc3[nH]c2=O)C(C)=O)cc1	-0.9	105	5	-6	6	15	99	0	-25	6
27	CC1CCCN(CCOc2ccc(Br)cc2)C1 (stereo not given)	-0.1	86	10	8	-7	1	85	-1	x	3
28	COc1ccc(OC)c(NC(=O)COC(=O)CN(C)S(=O)(=O)c2ccc(C)cc2)c1	-1.6	102	4	9	-16	-1	85	-7	x	22
29	N#Cc1ccccc1Cn1c(=O)n(CCCC(=O)NCc2ccc3c(c2)OCO3)c(=O)c2ccccc21	-0.2	73	4	-4	-35	1	64	0	6	2
30	Cc1cc(C(=O)COc2cccc3cccnc23)c(C)n1C	-1.2	41	12	0	-36	0	35	-1	-19	6

3 entries from above, sorted by the value under E-sel TNF inh, largest number first:
item	smiles	Measles CPE	Yeast life ext	NPY-Y2 antag	Phagocyt inh	E-sel TNF inh	GALR2 antag
6	CCn1c(CC(=O)Nc2cccc(OC)c2)nnc1SCC(=O)N1CCN(c2ccccc2)CC1	4	-26	-2	0	32	-4
2	Cc1cc(C)nc(N2CCC(C(=O)NCc3cccs3)CC2)n1	5	-4	-4	0	-1	-16
23	CC1(C(=O)Nc2nnc(C(C)(C)C)s2)Cc2ccccc2C(=O)O1 (stereo not given)	35	3	1	x	-12	-5

(more compounds)
item	mol	MRP1 act	PTEN del growth	Measles CPE	Yeast life ext	Yeast growth inh	NPY-Y2 antag	bCat KO growth	Phagocyt inh	E-sel TNF inh	GALR2 antag
31	CCC(=O)Nc1ccc(-c2nnc(SCC(=O)N3CCCCC3)n2C)cc1	-2.5	92	2	5	-39	0	85	x	5	-4
32	O=C(Nc1ccc2c(c1)OCO2)c1cnn2c1NC(c1ccco1)CC2C(F)(F)F (stereo not given)	-0.8	86	7	-10	-41	2	88	0	x	10
33	O=c1cc(-c2ccccc2)[nH]c2cc(Cl)ccc12	-2.4	16	1	5	-39	4	15	x	x	16
34	COC(=O)C1=C(C)N(c2ccc(Cl)c(Cl)c2)C(=O)C1	-5.3	3.6*	12	-7	-32	0	3.6*	x	-14	-1
35	CC(C)c1nnc(NC(=O)CSc2ncn[nH]2)s1	4.8*	109	1	-6	-34	-1	92	2	-43	8
36	Cc1ccc2cccc(NC(=O)c3ccc(Br)o3)c2n1	-2.0	57	9	-10	13	11	57	2	-24	-2
37	COc1ccccc1NC(=S)NCCSc1ccc(Cl)cc1	0.9	88	x	-6	10	4	91	-12	x	8
38	CCC1(C)Cc2nc3sc(C(=O)O)c(N)c3cc2CO1 (stereo not given)	-1.2	88	8	-6	-14	1	91	0	-53	1
39	O=C1CC(c2ccccc2)CC(O)=C1C=NCc1ccc(Cl)c(Cl)c1 (stereo not given)	-2.2	83	4	-20	-8	2	83	x	-7	-9
40	CC(=O)Nc1cccc(-c2nnc(SCC(=O)n3c4c(c5ccccc53)CCCC4)n2C)c1	-1.5	92	6	-8	-21	1	86	-2	-28	4
41	COC(=O)c1c(-c2cccc(C)c2)csc1N	-2.8	76	4	-33	-45	6	84	1	2	7
42	CCOC(=O)N1CCN(c2cc(=O)n(-c3ccccc3Cl)c(=O)[nH]2)CC1	1.0	147	32	-6	-22	1	108	0	x	-2
43	CC1SC(=NC(=O)C(C)N2C(=O)c3ccccc3C2=O)NC1=O (stereo not given)	1.2	98	24	x	8	4	85	x	-11	4
44	COc1cc(S(=O)(=O)N2CCOCC2)ccc1NC(=O)COC(=O)c1ccccn1	-2.1	101	14	-4	-8	-2	111	0	7	-8
45	CCn1c(SCC(=O)C(C)(C)C)nnc1-c1ccccc1OC	-0.8	102	9	-9	-59	3	86	-1	x	-10
46	COc1ccc(CN(C)CC(=O)NC(=O)NCc2ccccc2)cc1OC	1.1	103	26	-1	4	1	101	-7	x	5
47	COc1cccc(/C=N/Nc2ncnc(Cl)c2N)c1O	-4.0	3.1*	2	2	12	1	6	-6	x	24
48	CCOCCCN1C(=O)C(O)=C(C(C)=O)C1c1cccs1 (stereo not given)	-0.6	107	4	x	-30	3	95	x	3	-2
49	CN1CCN(C(=O)c2ccc3c(c2)NC(=O)C(C)(C)O3)CC1	-1.1	80	3	-9	-48	0	86	-2	x	3
50	Cc1ccc(CS(=O)(=O)Cc2ccc(C(=O)NCCCN3CCOCC3)o2)cc1	-0.9	104	4	-5	-65	-1	104	x	x	8
51	Cc1ccc(NC(=O)NC(=O)COc2ccc(Cl)cc2Cl)c(C)c1	-0.4	92	5	-2	-10	5	89	-17	x	-16
52	O=c1oc2c(Cl)cc(Cl)cc2cc1-c1nnc(Nc2ccccc2F)s1	-4.2	96	30	-13	-10	0	106	-5	-33	-1
53	CCn1cc(C(=O)NCCCOC(C)C)c2cc(OC)c(OC)cc2c1=O	-4.1	80	3	-21	-30	0	88	7	11	6
54	COCc1cc(Sc2ccc(Cl)cc2Cl)nc(-c2ccccc2)n1	1.3	70	37	-19	-41	2	69	1	-37	13
55	CSc1nc(C)c2c(c1C#N)CCCC2	-0.8	110	7	0	-56	6	98	2	x	10
56	CNC(=O)c1[nH]cnc1C(=O)Nc1ccc(C)cc1	-4.9	96	15	x	0	-1	82	x	19	8
57	Cc1ccc(O)c(C(=O)c2cnn(-c3ccccc3)c2)c1	-2.2	89	5	-9	-13	6	92	1	0	0

High-throughput results deposited in PubChem BioAssay by several laboratories.
